# DRD3 antagonist = D3 dopamine receptor (human) antagonism. P35462. D3R cells, DiscoveRx beta-arrestin luminescence, antagonist mode; active compounds read low. max response, negative = inhibition, %. actives 2.5% (n = 360,000); in the data active = max response below about -50%; inconclusive = no clear call, values can overlap the other calls; note: % is set by controls: 0 for no effect and ±100 for the full control effect; mostly tested at two doses, the higher about 12 µM
# Target sequence (P35462 whole entry, looked up): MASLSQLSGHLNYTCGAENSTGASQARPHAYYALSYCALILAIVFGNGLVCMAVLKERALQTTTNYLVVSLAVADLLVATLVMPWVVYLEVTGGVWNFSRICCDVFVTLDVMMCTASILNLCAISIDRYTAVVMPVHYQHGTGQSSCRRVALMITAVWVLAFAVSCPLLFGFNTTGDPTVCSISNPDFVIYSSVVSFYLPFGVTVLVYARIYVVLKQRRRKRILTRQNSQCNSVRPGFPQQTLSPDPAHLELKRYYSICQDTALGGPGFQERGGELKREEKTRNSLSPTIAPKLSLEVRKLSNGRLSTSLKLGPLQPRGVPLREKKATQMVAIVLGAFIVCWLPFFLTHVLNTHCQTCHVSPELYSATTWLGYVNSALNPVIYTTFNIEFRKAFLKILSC
#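 Cells expressing the human receptor were seeded at 1500 cells/well, incubated overnight at 37 degrees C in 5% CO2, then exposed to library compounds with dopamine controls for 90 minutes at 37 degrees C before luminescent detection.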
# CCT modulator = modulators of cytosolic chaperonin (CCT/TRiC) activity; purified chaperonin ATPase assay, HTRF ADP detection, 30 min; activity change, % (test concentration not listed), hits read low; AID 651819; actives 0.3% (n = 360,000); in the data active = activity change below about -30%; note: % is set by controls: 0 for no effect and ±100 for the full control effect
#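 TRiC (40 or 20 nM final, by batch activity) in 30 mM Tris pH 7.4, 100 mM KCl, 5 mM MgCl2, 1 mM DTT was treated with compound at 76 uM single dose, then 10 uM ATP, 30 min at 37 °C. ADP was read by HTRF Transcreener.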
# EPAC2 ag = activates human EPAC2 exchange factor | EPAC2 activation, biochemical qHTS; response scale: 100% = 6.5 mM cAMP response | Potency, µM (highest dose often 154 µM), for inactives: at the top dose activation, actives largely listed as activators | actives 0.079% (n = 360,000); note: potency is the fitted concentration of half-maximal effect; nearly all actives have a fitted effect of over 50% in size
#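 EPAC2 (100 nM) mixed with Rap1B loaded with BODIPY-GDP (250 nM) plus 50 uM unlabeled GDP; compounds pinned in, 5 min RT, then read every 5 min for 30 min (ex 480, em 540 nm). Normalized to cAMP control.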
# EPAC2 antagonist = EPAC2 (human) antagonism. Q8WZA2. EPAC2 GEF exchange of Rap1B-BODIPY-GDP, fluorescence. Potency, µM (top dose mostly 114 µM), without a hit: at the top dose activity, negative = inhibition, actives largely listed as inhibitors. actives 0.18% (n = 360,000); note: potency is the fitted concentration of half-maximal effect; % is set by controls: 0 for no effect and ±100 for the full control effect; nearly all actives have a fitted effect of over 45% in size; many of its hits are not listed in these tables
# PTHR1 agonist = agonists of human PTHR1 parathyroid hormone receptor; HEK293 GP2 PTHR1 cells, GloSensor cAMP luminescence, 1 h; Potency, µM (highest dose often 115 µM), for inactives: at the highest dose activation, usual class: activators; actives 0.075% (n = 410,000); AID 743266; note: potency is the fitted concentration of half-maximal effect; nearly all actives have a fitted effect of over 55% in size; some results filed as inactive show a strong effect at the top dose; inactives centre near -15; many of its hits are not listed in these tables
# Target sequence (Q03431 whole entry, looked up): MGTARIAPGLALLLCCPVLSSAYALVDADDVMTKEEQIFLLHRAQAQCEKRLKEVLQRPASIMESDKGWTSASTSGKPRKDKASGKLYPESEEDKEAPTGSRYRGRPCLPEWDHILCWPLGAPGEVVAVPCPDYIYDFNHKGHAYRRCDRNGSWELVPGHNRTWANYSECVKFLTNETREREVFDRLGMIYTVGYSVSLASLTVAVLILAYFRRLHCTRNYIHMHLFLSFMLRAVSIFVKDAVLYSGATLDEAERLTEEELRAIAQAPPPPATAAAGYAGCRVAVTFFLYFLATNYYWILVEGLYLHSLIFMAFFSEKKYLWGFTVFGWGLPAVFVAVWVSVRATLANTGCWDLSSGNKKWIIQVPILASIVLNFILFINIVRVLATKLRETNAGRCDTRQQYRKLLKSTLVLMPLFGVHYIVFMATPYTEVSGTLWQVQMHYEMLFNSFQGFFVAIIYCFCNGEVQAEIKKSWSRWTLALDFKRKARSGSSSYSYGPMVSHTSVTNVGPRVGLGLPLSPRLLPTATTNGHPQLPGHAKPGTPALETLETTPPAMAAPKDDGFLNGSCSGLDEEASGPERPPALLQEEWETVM
#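 HEK-293-derived GP2 cells expressing PTHR1 and a GloSensor cAMP reporter, 3,000/well, plated overnight, given luciferin plus IBMX (each 0.5 mM as added) for 1 h at 37 °C, then compound for 1 h at 37 °C. Luminescence was read after 15 min at room temperature.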
# Mm-Cpn inhibitor = M. maripaludis TRiC chaperonin inhibition; purified Mm-Cpn ATPase, ADP Transcreener TR-FRET; Potency, µM (series often up to 76.9 µM), for the others: at the top dose activity, negative = inhibition, usual class: inhibitors; actives 0.031% (n = 330,000); AID 504842; note: potency is the fitted concentration of half-maximal effect; % is set by controls: 0 for no effect and ±100 for the full control effect; nearly all actives have a fitted effect of over 80% in size
#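 Purified archaeal Mm-CPN (25nM final) preincubated 10 min at 37degC with compound, then 10uM ATP for 30 min at 37degC; ADP measured by HTRF Transcreener TR-FRET; buffer 30 mM TRIS pH 7.4, 100mM KCl, 5mM MgCl2, 1mM DTT.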
# Akt phos inh = Akt phosphorylation inhibition; activity change, % for hits at 50 µM; Neuro2A IGF-stimulated pAkt S473 HTRF, 20 min; active compounds read low; actives 0.32% (n = 360,000); AID 651550; in the data active = activity change below about -80%; inconclusive = mostly about -51% to -80%; note: % is set by controls: 0 for no effect and ±100 for the full control effect
#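 Neuro2A cells in DMEM with 0.5% FBS, overnight at 37 deg C, given compound at single 50 µM final, then IGF (6 nM final) for 20 min at 37 deg C. Lysed; phospho-Akt Ser473 by HTRF after 24 h, 665/615 ratio.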
# DRD3 agonist = activates the human D3 dopamine receptor; P35462; D3R DiscoveRx beta-arrestin cells, luminescence, 90 min; max activation, %; actives 0.58% (n = 410,000); AID 652048; in the data active = max activation above about 30%; note: 0% is about no effect; mostly tested at two doses, the higher about 12 µM
#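 Agonist mode: compounds and dopamine controls were applied to plated cells for 90 min at 37 degrees C after an overnight attachment at 1500 cells/well. Luminescent read-out followed 30 - 60 minutes at room temperature with DiscoveRx detection reagent.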
# Numbers without * were called inactive; i = inactive; ? = inconclusive; nt = not tested or not shown; [ ] = another dose, or the depositor's remark. Unless noted, calls come from the whole dose curve; as a rule, active = well fitted curve in the direction sought with a large enough effect; inconclusive = small, poorly fitted or top-dose-only effect, or another doubt; inactive = no such curve, though single readings can be large; an effect the other way counts as inactive or inconclusive.
SMILES,DRD3 antagonist,CCT modulator,EPAC2 ag,EPAC2 antagonist,PTHR1 agonist,Mm-Cpn inhibitor,Akt phos inh,DRD3 agonist
Cc1ccc(S(=O)(=O)N2C3CCCCC3O[C@H]2CC(=O)c2ccccc2)cc1 (stereo partly drawn),-2,nt,9%,-6%,-30%[inhibitor],nt,i,-3
CC1(C)CCC(=O)N2CC[C@H]3C[C@H](OC(=O)Nc4ccc(Br)cc4)C[C@@H]1[C@H]32,-15,-0.5,14%,-7%,i,-3%,i,18
CC(C)C(c1nnnn1C1CCCC1)N1c2ccccc2CC1C (stereo not drawn),14,0.2,14%,-11%,i,-2%,i,-10
c1ccc(N2CCN(c3cnc4ccccc4n3)CC2)cc1,45,-0.8,20%,9%,-14%[57.5 µM],-1%,i,-1
CC1=NN(C(N)=S)C(=O)C1N=Nc1ccc(Cl)cc1Cl (stereo not drawn),-6,-6.0,1%,-20%,-52%[inhibitor],?,i,3
O=C1CCCCC1(CCc1ccncc1)CCc1ccncc1,21,-0.4,3%,13%,-24%,nt,i,7
O=C(COC(=O)CCC(=O)c1ccc(F)cc1)NC1CCCCC1,-15,-2.5,2%,3%,-3%,-1%,i,2
S=C(Nc1ccc(CN2CCCCC2)cc1)Nc1cccc(Cl)c1Cl,-76*,-2.2,1%,-3%,-7%,-2%,i,-55
CC1c2ccccc2SC(CCCN(C)C)c2ccccc21 (stereo not drawn),?,-20,3%,14%,i,3%,i,-7
Nc1nc(-c2ccc([N+](=O)[O-])cc2)c(C(=O)Nc2ccc(Cl)cc2)s1,10,-2.3,1%,-3%,?,0%,i,-5
O=C(Nc1nc(-c2ccc(Cl)s2)cs1)c1ccncc1,29,-0.9,8%,2%,-47%[inhibitor],-3%,i,5
Cn1c(=O)c2c(nc(CN3CCN(C(=O)c4ccco4)CC3)n2Cc2cccc(Cl)c2)n(C)c1=O,15,2.7,-7%,11%,-4%[57.5 µM],-2%,i,1
CCCOC(=O)Cc1c(O)c2ccccc2[nH]c1=O,-6,1.3,2%,6%,i,-7%,i,-2
Cc1ccc(CNCC2CCCO2)o1 (stereo not drawn),7,-1.9,4%,9%,-2%[57.5 µM],4%,i,0
COc1ccc(C(CNC(=O)C(=O)NC2CCCC2)N2CCN(C)CC2)cc1 (stereo not drawn),-3,-0.9,5%,0%,i,-1%,i,8
COc1ccc2c(c1)c(C(=O)N/N=C/c1cn(C)c3ccccc13)c(C)n2C,4,1.9,9%,-7%,-3%,1%,i,16
CCN(CC)C(=O)[C@H]1C[C@H](CC(=O)NCc2ccco2)C(=O)N2CCc3c([nH]c4cc(-c5ccco5)ccc34)[C@]12C,-3,-0.4,14%,15%,-20%,-18%,i,-7
Cc1cccc(OCCCCNCc2ccccc2)c1,?,-3.3,17%,3%,i,-3%,i,-14
CC(Sc1nncn1C)C(=O)Nc1nnc(C(C)C)s1 (stereo not drawn),7,-0.7,2%,0%,i,-5%,i,2
COC(=O)C[C@H]1C=C[C@H](NC(=O)C2CCOCC2)[C@@H](CO)O1,18,nt,2%,9%,i,nt,i,9

# 4 records drawn at random from those above:
SMILES,DRD3 antagonist,CCT modulator,EPAC2 ag,EPAC2 antagonist,PTHR1 agonist,Mm-Cpn inhibitor,Akt phos inh,DRD3 agonist
COC(=O)C[C@H]1C=C[C@H](NC(=O)C2CCOCC2)[C@@H](CO)O1,18,nt,2%,9%,i,nt,i,9
COc1ccc2c(c1)c(C(=O)N/N=C/c1cn(C)c3ccccc13)c(C)n2C,4,1.9,9%,-7%,-3%,1%,i,16
O=C(Nc1nc(-c2ccc(Cl)s2)cs1)c1ccncc1,29,-0.9,8%,2%,-47%[inhibitor],-3%,i,5
CCCOC(=O)Cc1c(O)c2ccccc2[nH]c1=O,-6,1.3,2%,6%,i,-7%,i,-2

# (listing goes on)
SMILES,DRD3 antagonist,CCT modulator,EPAC2 ag,EPAC2 antagonist,PTHR1 agonist,Mm-Cpn inhibitor,Akt phos inh,DRD3 agonist
Cc1ccc(/C=C/c2nc3ccccc3c(=O)n2CCc2ccccc2)cc1,11,0.4,8%,0%,i,0%,i,-2
CCCCOC(=O)CSc1nc2c(c(=O)[nH]c(=O)n2C)n1C/C=C(\C)Cl,13,2.1,-13%,8%,-26%,2%,i,0
COC(=O)c1ccc(Nc2nc(N3CCOCC3)nc(N3CCOCC3)n2)cc1,-2,-1.1,-6%,6%,i,2%,i,0
Cc1nc2ccc(Cl)cc2c(-c2ccccc2Cl)c1CC(=O)O,0,-0.4,0%,?,i,-17%,i,1
Cn1cc(C(=O)NS(=O)(=O)Nc2ccc(Br)cc2)c2ccccc21,-13,0.4,5%,-2%,i,-1%,i,1
COC(=O)Cn1c(=NC(=O)c2cc(OC)c(OC)c(OC)c2)sc2cc(OC)ccc21,-19,-2.7,-1%,0%,i,0%,i,2
O=[N+]([O-])c1ccc(NS(=O)(=O)c2ccccc2)c(Cl)c1,6,-5.6,0%,?,-34%[inhibitor],nt,i,12
CCOC(=O)c1c(C)nc2c(c(SC)nn2-c2ccccc2)c1N,-4,-5.5,19%,-17%,-19%[57.5 µM],-13%,i,8
N#Cc1ccc(-c2ccc(F)cc2)nc1SCC(=O)Nc1sc2c(c1C#N)CCC2,?,1.3,-11%,2%,i,-20%,?,2
COc1ccccc1C(CNC(=O)c1cccc(NS(=O)(=O)c2ccc(Br)cc2)c1)N(C)C (stereo not drawn),-19,-2.1,10%,-18%,16%,-1%,i,-31
O=C(NCc1cccnc1)c1cc(C2CCCCN2C(=O)c2ccccc2)on1 (stereo not drawn),-20,-2.4,9%,-6%,i,nt,i,-3
COc1ccccc1NC1=C(Cl)C(=O)N(C2CCCCC2)C1=O,9,2.0,1%,-4%,-34%[inhibitor],-1%,i,-2
O=C(NC1CCCCC1)c1ccc(-c2ccccc2F)o1,14,1.1,5%,-5%,-38%,-1%,i,-2
CC1(C(=O)NS(=O)(=O)c2cccc(C#N)c2)CCN1C(=O)Cc1ccc(-c2ccccc2)cc1 (stereo not drawn),-15,0.4,-2%,-2%,i,nt,i,4
Cc1c(C(=O)Nc2ccccc2F)sc2ncn(CC(=O)N3CCOCC3)c(=O)c12,9,0.3,-2%,3%,i,0%,i,4
Cc1cccc(C)c1-n1nnnc1C(c1ccnc2ccccc12)N1CCN(CCN(C)C)CC1 (stereo not drawn),-9,0.9,0%,3%,-21%,nt,i,3
COc1ccccc1N1CCN(C2CCN(S(=O)(=O)c3ccc4ccccc4c3)CC2)CC1,-54*,0.1,11%,-2%,-24%,0%,i,-8
N#Cc1ccc(S(=O)(=O)N2CCCCC2c2cc(C(=O)Nc3cccc4c3CCCC4)no2)cc1 (stereo not drawn),0,1.6,16%,7%,-6%,nt,i,8
O=C(NCC1CCCC(CNC(=O)Nc2ccc(Cl)cn2)C1)Nc1ccc(Cl)cn1 (stereo not drawn),6,0.7,10%,-8%,-6%,-1%,i,6
CCCOCCOC(=O)c1[nH]c2c(c1C)C(=O)CC(c1cc(OC)ccc1OC)C2 (stereo not drawn),-2,-0.1,-6%,-16%,-64%[inhibitor],2%,i,-3
COc1cc(C(=O)NCCC(=O)NC(C)CCc2ccccc2)cc(OC)c1OC (stereo not drawn),18,1.8,-1%,3%,i,2%,i,-4
Cc1c(/C=N/NC(=O)C(C)(C)Oc2ccc(Cl)cc2)cnn1C,3,-3.7,0%,1%,-2%,0%,i,8
COc1cc(/C=C/C(=O)O)cc(S(=O)(=O)NC2CCCC2)c1OC,-9,-1.0,4%,14%,i,1%,i,-14
CCCc1nc2c([nH]1)C(c1cccnc1)C(C#N)=C(N)O2 (stereo not drawn),-13,-0.8,9%,-10%,-15%,-2%,i,-6
NC(=O)[C@H](Cc1cc2ccccc2s1)NC(=O)[C@@H]1CC2(CC(c3cccc(NC(=O)[C@@H]4CCC(=O)N4)c3)=NO2)CN1C(=O)/C=C/c1c(F)cccc1Cl (stereo partly drawn),9,0.8,6%,13%,5%,0%,i,34*
O=C(Oc1cccc(Br)c1)c1cccnc1,-19,0.4,-4%,20%,-1%,2%,i,-8
CC(=O)c1cccc(OCCCOc2cccc3cccnc23)c1,12,-2.2,6%,-7%,-32%[inhibitor],0%,i,4
COc1ccc(OCC(=O)Nc2nnc(C)s2)cc1,-25,-1.4,5%,1%,i,-4%,i,6
COc1ccc(NC(=O)C(C)Sc2nnc(C3CC3)n2C2CC2)cc1 (stereo not drawn),9,0.1,0%,2%,-1%,-10%,i,4
NNc1nc2c(-c3ccc(Cl)cc3)nnn2c2ccccc12,2,2.7,3%,-1%,11%,2%,i,5
NC(=O)CC(NC(=O)c1ccccc1)c1ccc(NC2CCCC2)c([N+](=O)[O-])c1 (stereo not drawn),0,-3.1,-3%,5%,-8%,2%,i,-16
Cc1cc(Cl)c(OCCOCCN2CCCC(C)C2)c(Br)c1 (stereo not drawn),?,-4.7,5%,16%,i,1%,i,-14
COc1ccc(CNC(=O)CN(Cc2ccccc2)C(=O)c2csnn2)cc1,-1,1.1,9%,-1%,i,0%,i,1
COc1ccc(N2C(S)=C(C#N)C(=O)NC23CCCCC3)cc1,3,0.2,0%,17%,-2%,2%,i,-2
Cc1cccc(NC(=O)c2nc[nH]c2C(=O)N[C@@H](CCCCNC(=O)OC(C)(C)C)C(=O)OC(C)(C)C)c1,-16,-1.5,-12%,-13%,-47%[inhibitor],1%,i,-10
CC[C@]12c3[nH]c4ccc(Cl)cc4c3CCN1C(=O)[C@@H](CC(=O)NCC13CC4CC(CC(C4)C1)C3)C[C@@H]2C(=O)N1CCN(C(=O)C2CC2)CC1,-20,-2.5,5%,0%,1%,-1%,i,-22
CCOc1ccccc1N(C(=O)c1snc(C(N)=O)c1N)C(C(=O)NCc1ccccc1)c1ccc(O)cc1 (stereo not drawn),-3,2.5,9%,-13%,i,2%,i,-6
Cc1cnc(NC(=O)Cc2cccs2)s1,13,0.3,4%,1%,-14%,4%,i,1
COc1ccc(CCNc2nc(C)cc(=O)[nH]2)cc1OC,-22,-0.3,12%,7%,i,nt,i,15
COc1cc(C(=O)NCC(=O)N/N=C(\C)Cc2ccccc2)cc(OC)c1OC,1,0.1,4%,-6%,i,-2%,i,4

# Screens deposited in PubChem BioAssay by National Center for Advancing Translational Sciences (NCATS).

# This is a subset; count on the stated rates, not on these rows.
